HCMV inh – blocks human cytomegalovirus replication; HFF cells, HCMV-luciferase reporter, 72 h; active compounds read low; activity change, negative = inhibition, % at 57.5 µM; 4.5% of 410,000 active; AID 1259415; in the data active = activity change below about -60%; inconclusive = no clear call, values can overlap the other calls; inactive = above about -39%
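Steps: HFFs plated, 16 h 37C; compounds added; HCMV-luciferase added to MOI 1 PFU/cell; 72 h 37C; OneGlo reagent, 5 min room temperature; luminescence read, normalized to controls.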
AMA1-RON2 inh – disrupts binding of P. falciparum AMA1 to RON2; AID 720542; 0.2% of 360,000 active; AlphaScreen AMA1-biotinylated RON2 peptide binding; Potency, µM (doses to about 58.2 µM), without a hit: top-dose activity change, negative = inhibition, hits mostly inhibitors;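 note: potency is the fitted concentration of half-maximal effect; 0% = vehicle wells and -100% = peptide control; nearly all actives have a fitted effect of over 45% in size; some results filed as inactive show a strong effect at the top dose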
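AMA1 (3D7) with his tag at 25 nM final met compounds first, then biotinylated RON2 peptide at 25 nM; detection used donor plus acceptor beads, 10 µg/mL apiece, read by AlphaScreen after 30 min at room temperature.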
AmpC inh no detg – blocks E. coli AmpC beta-lactamase in detergent-free assay; P00811; AmpC nitrocefin hydrolysis, absorbance 480 nm, 0.0001% Triton; Potency, µM (top dose mostly 57.1 µM), inactives show top-dose activity change, negative = inhibition, usual class: inhibitors; 0.52% of 330,000 active; AID 485341;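 note: potency is the fitted concentration of half-maximal effect; plate controls were no compound for no effect and no enzyme for full effect; nearly all actives have a fitted effect of over 20% in size; some results filed as inactive show a strong effect at the top dose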
Target sequence (P00811 whole entry, looked up): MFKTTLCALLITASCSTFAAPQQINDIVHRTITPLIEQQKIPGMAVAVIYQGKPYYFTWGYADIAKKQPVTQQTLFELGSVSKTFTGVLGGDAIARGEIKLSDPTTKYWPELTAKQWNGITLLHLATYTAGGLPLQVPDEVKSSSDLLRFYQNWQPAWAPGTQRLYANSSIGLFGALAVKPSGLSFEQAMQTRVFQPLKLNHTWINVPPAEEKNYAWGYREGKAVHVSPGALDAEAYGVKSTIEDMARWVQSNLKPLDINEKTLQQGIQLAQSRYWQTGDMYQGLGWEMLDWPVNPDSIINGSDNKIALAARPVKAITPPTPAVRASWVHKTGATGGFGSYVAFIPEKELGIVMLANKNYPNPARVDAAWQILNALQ
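AmpC (5.3 nM in the dispensed reagent) in 20 mM phosphate pH 7.0 with 0.01% (detergent screen) or 0.0001% Triton X-100 was preincubated with compounds for 15 min at room temperature. Nitrocefin was then added from an 800 uM solution, and hydrolysis was followed at 480 nm.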
Giardia FBPA inh – Giardia lamblia aldolase inhibition; AID 2451; purified Giardia FBPA; 0.71% of 290,000 active; A8B2U2; Potency, µM (top dose mostly 59.6 µM), for the others: at the highest dose activity, negative = inhibition, most hits filed as inhibitors; note: potency is the fitted concentration of half-maximal effect; nearly all actives have a fitted effect of over 55% in size
Target sequence (A8B2U2 whole entry, looked up): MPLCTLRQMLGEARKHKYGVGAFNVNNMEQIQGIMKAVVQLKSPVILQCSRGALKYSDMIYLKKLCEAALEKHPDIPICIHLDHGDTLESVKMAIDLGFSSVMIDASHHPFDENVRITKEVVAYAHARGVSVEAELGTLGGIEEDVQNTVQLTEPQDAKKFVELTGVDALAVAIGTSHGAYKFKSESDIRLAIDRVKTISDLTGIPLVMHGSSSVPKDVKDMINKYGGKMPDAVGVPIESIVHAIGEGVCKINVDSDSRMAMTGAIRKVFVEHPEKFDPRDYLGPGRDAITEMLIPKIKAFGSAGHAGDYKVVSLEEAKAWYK
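Giardia FBPA (40 nM reagent) was preincubated 10 min at RT with compound (up to 57.5 uM final), then substrate plus GAPDH/TPI/NAD/arsenate coupling system with diaphorase/resazurin was added; resorufin fluorescence (525/598 nm) was read after 20 min.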
Sm TGR block – blocks Schistosoma mansoni thioredoxin glutathione reductase | Q962Y6 | purified TGR, DTNB reduction, TNB absorbance 405 nm | Potency, µM (series often up to 114 µM), for the others: top-dose activity change, negative = inhibition, actives largely listed as inhibitors | 3% of 360,000 active; note: potency is the fitted concentration of half-maximal effect; nearly all actives have a fitted effect of over 60% in size
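First, TGR (20 nM dispensed) and NADPH were mixed with compound. Second, a 15 min room-temperature incubation followed. Third, further NADPH and then DTNB were added to start the reaction. Finally, TNB absorbance was monitored kinetically.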
AmpC detergent – AmpC beta-lactamase inhibition with detergent present | AID 485294 | AmpC hydrolysis of nitrocefin, absorbance 480 nm, 0.01% Triton | 0.041% of 370,000 active | P00811 | Potency, µM (titrated, usually from 114 µM), without a hit: at the highest dose activity change, negative = inhibition, usual class: inhibitors;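 note: potency is the fitted concentration of half-maximal effect; 0% = no-compound wells and -100% = no-enzyme wells; nearly all actives have a fitted effect of over 25% in size; some results filed as inactive show a strong effect at the top dose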
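AmpC (5.3 nM in the dispensed reagent) in 20 mM phosphate pH 7.0 with 0.01% (detergent screen) or 0.0001% Triton X-100 was preincubated with compounds for 15 min at room temperature. Nitrocefin was then added from an 800 uM solution, and hydrolysis was followed at 480 nm.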
The depositor's hits bear a star; ? = inconclusive; / = not tested or not shown; & = joins results of further samples; [ ] = dose if it differs, or a comment. Unless noted, calls come from the whole dose curve; as a rule, active = well fitted curve in the direction sought with a large enough effect; inconclusive = small, poorly fitted or top-dose-only effect, or another doubt; inactive = no such curve, though single readings can be large; an effect the other way counts as inactive or inconclusive. Unless noted, % is set by controls: 0 for no effect and ±100 for the full control effect.

| canonical_smiles | Giardia FBPA inh | HCMV inh | AMA1-RON2 inh | Sm TGR block | AmpC detergent | AmpC inh no detg |
| --- | --- | --- | --- | --- | --- | --- |
| Cc1cc(C)nc(NC(N)=NC(C)c2ccccc2)n1 (stereo not drawn) | -5% | -17 | 7% | 0% | -4% | -37% |
| O=C(NC(=Nc1ccccc1)N1CCOCC1)Nc1ccccc1 | -8% | -22 | 7% | 2% | ? | -17% |
| O=C(CCSc1nc(-c2ccco2)cc(C(F)(F)F)n1)Nc1cccc(O)c1 | / | -32 | / | -1% | 0% | / |
| O=C(CNCc1ccc(Cl)cc1)Nc1cccc(C(=O)O)c1 | -1% | -4 | 7% | -1% | -1% | -16% |
| O=C(CNC(=O)c1ccccc1)OCc1ccc([N+](=O)[O-])cc1 | 15% | 10 | -8% | 6% | 2% | -19% |
| Cc1ccc(N(CCC(=O)NC(C)(C)C)S(=O)(=O)c2ccc(C)cc2)cc1 | 2% | -21 | -8% | -15% | ? | 31% |
| Cc1ccc(CSc2n[nH]c(N)n2)cc1 | 0% | -4 | -13% | 2% | -3% | -7% |
| CCOc1ccc(NC(=O)Cn2c(=O)n(-c3ccc(C)cc3)c(=O)c3cc(OC)c(OC)cc32)cc1 | / | 4 | / | 4% | 17% | / |
| Cc1ccc(/C=N/NC(=O)C(=O)N/N=C/c2ccc(C)o2)o1 | 0% | -36 | 61%[activator] | -18% | -6% | -22% |
| C/C(=N\NC(=O)CN(c1ccccc1Br)S(C)(=O)=O)c1ccc2c(c1)OCCO2 | -4% | 2 | 35%[activator] | 3% | -7% | -20% |
| CC(C)NC(=NCc1ccc(Cl)cc1Cl)Nc1ccccc1 | 0% | -101* | -1% | 0% | -5% | 65%[activator] |
| Cc1ccc2nc3c(nc2c1C)CCCC3 | 10% | -5 | -4% | -6% | 4% | 13% |
| O=C(NCCCN1CCCCC1)C1CCC(CNS(=O)(=O)c2cccc3nsnc23)CC1 (stereo not drawn) | / | 0 | -8% | -3% | 5% | -4% |
| CCOC(=O)c1nnn(-c2nonc2-n2cccc2)c1CN1CCC(C(=O)OCC)CC1 | 2% | 4 | 1% | 9% | -2% | 100%[activator] |
| O=c1c2ccccc2c2ccccc2c(=O)n1Cc1cccnc1 | -4% | -32 | -12% | -2% | -8% | -14% |
| CCCC(c1nnnn1Cc1ccco1)N1CCN(C(=O)c2ccco2)CC1 (stereo not drawn) | -2% | 35 | 3% | -32% | 2% | -27% |
| COc1ccc(CCNC(=O)CSC2=NS(=O)(=O)c3cc(Cl)ccc3N2)cc1OC | / | 7 | -18% | 1% | ? | 2% |
| Nc1nc(N)nc(-c2cc(F)ccc2O)n1 | / | -37 | 41%[activator] | -35% | -7% | -11% |
| COc1ccc(-c2nn(CCC#N)cc2/C=N/O)cc1 | 4% | -23 | -5% | 0% | 6% | -4% |
| Cc1cnc(CNC(=O)c2ccc3oc(C(C)C)nc3c2)[nH]1 | / | 63 | 18% | 1% | -10% | -31% |

Some of the entries above in a different format:
CCOC(=O)c1nnn(-c2nonc2-n2cccc2)c1CN1CCC(C(=O)OCC)CC1
  Giardia FBPA inh: 2%	HCMV inh: 4	AMA1-RON2 inh: 1%	Sm TGR block: 9%	AmpC detergent: -2%	AmpC inh no detg: 100%[activator]
O=c1c2ccccc2c2ccccc2c(=O)n1Cc1cccnc1
  Giardia FBPA inh: -4%	HCMV inh: -32	AMA1-RON2 inh: -12%	Sm TGR block: -2%	AmpC detergent: -8%	AmpC inh no detg: -14%
CCCC(c1nnnn1Cc1ccco1)N1CCN(C(=O)c2ccco2)CC1 (stereo not drawn)
  Giardia FBPA inh: -2%	HCMV inh: 35	AMA1-RON2 inh: 3%	Sm TGR block: -32%	AmpC detergent: 2%	AmpC inh no detg: -27%
COc1ccc(CCNC(=O)CSC2=NS(=O)(=O)c3cc(Cl)ccc3N2)cc1OC
  Giardia FBPA inh: /	HCMV inh: 7	AMA1-RON2 inh: -18%	Sm TGR block: 1%	AmpC detergent: ?	AmpC inh no detg: 2%

(continued)
| canonical_smiles | Giardia FBPA inh | HCMV inh | AMA1-RON2 inh | Sm TGR block | AmpC detergent | AmpC inh no detg |
| --- | --- | --- | --- | --- | --- | --- |
| O=C(Cn1cc(C(=O)COc2ccccc2)c2ccccc21)NCc1ccco1 | -2% | 7 | -2% | 40µM* | ? | -20% |
| CCOc1ncccc1C(=O)Nc1cccc(-c2nc3cccnc3s2)c1 | 0% | 0 | 15% | 16% | 3% | 0% |
| COc1ccc(C2Nc3ccccc3C(=O)N2NS(C)(=O)=O)cc1 (stereo not drawn) | 1% | ? | -8% | 31% | 3% | -19% |
| CCCC(=O)Nc1cc(C(F)(F)F)ccc1N1CCOCC1 | 0% | 22 | -10% | 4% | -9% | 8% |
| COc1ccc(CCNC(=O)C2CCCN(S(C)(=O)=O)C2)cc1 (stereo not drawn) | 5% | -10 | -4% | 2% | -3% | -14% |
| N[C@@H](Cc1cc(Br)c(O)c(Br)c1)C(=O)O | ? | / | / | 25µM* | ? | -26% |
| O=C(O)c1cccc(N2C(=O)CSC2=S)c1 | -13% | 14 | 10% | 0% | -14% | -23% |
| O=C(COC(=O)c1ccc(CO)cc1)Nc1ccc(OC(F)F)cc1 | -5% | -11 | 24% | 0% | -2% | -11% |
| CCOc1ccc(NC(=O)CSc2nnc3scc(-c4ccc(Cl)cc4)n23)cc1 | / | -28 | / | 6% | 7% | / |
| COCc1cc(Sc2ccc(Br)cc2)nc(-c2ccccc2)n1 | 1% | -29 | -9% | ? | -9% | -21% |
| CC(C)[C@H]1COCCS(=O)(=O)N1Cc1ccccc1-c1ccccc1 | / | -12 | -4% | / | / | 33% |
| O=C(CNC(=O)c1cncc(Br)c1)Nc1ccc(F)c(F)c1F | / | -16 | 19% | 6% | -3% | -12% |
| COc1ccc(C)cc1NC(=O)N(Cc1ccc(C)o1)C1CCN(C(C)=O)CC1 | / | 26 | / | -1% | 12% | / |
| CC(=O)Nc1ccccc1NC(=O)CN(C)S(=O)(=O)c1ccc(C)cc1 | 11% | -25 | -3% | 8% | 5% | -8% |
| CC(C)/C=N\NC(=O)CCCCC(=O)N/N=C/C(C)C | 9% | -8 | 69%[activator] | -2% | ? | -7% |
| CCOc1cccc(C2C(C#N)=C(N)Oc3cc(C)oc(=O)c32)c1OCC (stereo not drawn) | 1% | 4 | 0% | 0% | -15% | -2% |
| COc1cc(CNC(C)c2ccccc2)cc(Br)c1OCc1ccccc1 (stereo not drawn) | ? | -31 | -3% | 0% | -6% | 49% |
| Cc1ccc2c(c1)N(CC(=O)NCc1cccs1)C(=O)CO2 | -14% | -29 | 4% | 5% | ? | -17% |
| O=C(NC12CC3CC(CC(C3)C1)C2)C1CC(=O)N(c2ccccc2)C1 (stereo not drawn) | 11% | -25 | 14% | -12% | ? | -3% |
| COc1cccc(OCCCn2cc(/C=C3/C(=N)N4C=C(C)SC4=NC3=O)c3ccccc32)c1 | 0% | 125 | 22% | 1% | -4% | -24% |
| CCOc1ccc2nc(N(Cc3cccnc3)C(=O)c3ccco3)sc2c1 | / | -7 | / | 6% | -1% | / |
| Cc1ccc(C#N)c(=O)n1CC(=O)Nc1ccccc1C(F)(F)F | / | 10 | / | 2% | -1% | / |
| Cc1cccc(-n2ccnc2SCC(=O)Nc2cc(C(F)(F)F)ccc2Cl)c1 | / | -18 | / | 0% | -2% | / |
| COc1ccc(CNC(=O)COC(=O)/C=C/c2cccc(Br)c2)cc1OC | 9% | 4 | 13% | -1% | 7% | 89%[activator] |
| CCOC(=O)C1(CCOc2ccccc2)CCN(Cc2ccncc2)CC1 | -1% | -34 | -8% | 28µM* | 1% | -13% |
| COc1ccc(NS(=O)(=O)c2ccc(C)c(NC(=O)NC3CCCCC3)c2)cc1 | 2% | -33 | -3% | 6% | 1% | -44% |
| COc1cccc2sc(NC(=O)c3ccc(Br)s3)nc12 | 0% | 12 | 0% | 1% | -4% | -43% |
| CN(C)c1nc(N)nc(CSc2nc3c(c(=O)n(C)c(=O)n3C)n2Cc2ccccc2F)n1 | 6% | -15 | 4% | 3% | 3% | -15% |
| Fc1cccc(F)c1CSc1nc2ccccc2[nH]1 | 0% | 51 | -11% | 0% | ? | -19% |
| c1cnc2cc(-c3ccsc3)ncc2c1 | / | -12 | -1% | ? | 4% | -10% |
| CCn1c(C)c(/C=N/Nc2nc3ccccc3s2)c2ccccc21 | / | 32 | -7% | 16% | 0% | -17% |
| COc1ccc(S(=O)(=O)N2CCC(C(=O)Nc3ccccc3C)CC2)c2cccnc12 | 20% | ? | 37%[activator] | -3% | -9% | 27% |
| Cc1ccc(C(=O)NCC2CCCN2S(=O)(=O)c2cccs2)cc1C (stereo not drawn) | / | -18 | 9% | -1% | -18% | 114%[activator] |
| COc1ccc(CCNC(=O)COC(=O)Cc2ccccc2)cc1 | 2% | ? | -1% | 14% | 4% | 6% |
| CCC1CN(C(=O)N2CCC(C(=O)NCCc3ccc(OC)cc3OC)CC2)c2ccccc2O1 (stereo not drawn) | / | -21 | -10% | 9% | 0% | 193%[activator] |
| COc1ccccc1COCC(O)CNCC1(N2CCCCC2)CCCCC1 (stereo not drawn) | -1% | 33 | -24% | -5% | 0% | 0.14µM* |
| CCCOc1cccc(C2c3c(oc4ccc(F)cc4c3=O)C(=O)N2CCc2ccc(OC)cc2)c1 (stereo not drawn) | / | -5 | / | 2% | 23% | / |
| CCNc1sc(C(=O)c2cccs2)c(N)c1C#N | 2% | -6 | -1% | 2% | -5% | -12% |
| CN1CCC(=O)N(CCSc2ccc(Br)cc2)CC1 | 2%&8% | 24 | -7% | -22% | 3% | 12% |
| CCOc1cccc2sc(N(CCN(C)C)C(=O)c3ccc4c(c3)OCCO4)nc12 | / | -32 | -8% | 12% | 9% | 137%[activator] |

Of the compounds above, four have a CF3 group.
| canonical_smiles | Giardia FBPA inh | HCMV inh | AMA1-RON2 inh | Sm TGR block | AmpC detergent | AmpC inh no detg |
| --- | --- | --- | --- | --- | --- | --- |
| O=C(CCSc1nc(-c2ccco2)cc(C(F)(F)F)n1)Nc1cccc(O)c1 | / | -32 | / | -1% | 0% | / |
| CCCC(=O)Nc1cc(C(F)(F)F)ccc1N1CCOCC1 | 0% | 22 | -10% | 4% | -9% | 8% |
| Cc1ccc(C#N)c(=O)n1CC(=O)Nc1ccccc1C(F)(F)F | / | 10 | / | 2% | -1% | / |
| Cc1cccc(-n2ccnc2SCC(=O)Nc2cc(C(F)(F)F)ccc2Cl)c1 | / | -18 | / | 0% | -2% | / |

High-throughput results: PubChem BioAssay, National Center for Advancing Translational Sciences (NCATS)
